TRPC4 block = TRPC4 (mouse) channel inhibition | 300,000 compounds, 0.39% hits | B-score at 10 µM | Q9QUQ5 | HEK293 TRPC4beta/mu-opioid, DAMGO-evoked Fluo4 calcium flux; active compounds read low;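 active means B-score over 3 SD under the library average, no early fluorescence shift, positive overall ratio signal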
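material = TRPC4beta/mu-opioid receptor HEK293 cell line | probe or stimulus = sequential submaximal and maximal DAMGO stimulation | compound dosing = one concentration per compound | measured by = Fluo4 Ca2+ flux fluorescence | evaluation = integrated fluorescence ratio relative to baseline, converted to per-well B score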
TRPC6 act = mouse TRPC6 channel activation; HEK293-TRPC6 membrane potential dye fluorescence; active compounds read high; B-score at 10 µM; 310,000 compounds, 0.13% hits; AID 2550;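 active means B-score of the integrated fluorescence ratio above library mean plus 3 SD, and starting fluorescence ratio within library mean plus 5 SD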;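 further: higher score means more depolarization so channel activation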
ANO1 block = inhibitors of mouse TMEM16A calcium-activated chloride channel; Q8BHY3; HEK293 TMEM16A/YFP iodide influx fluorescence, ionomycin; normalized B-score (activity score, 25-100; higher = stronger inhibition) at 10 µM; 310,000 compounds, 1.2% hits;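 active means ratio plate-corrected score three or more library SD toward inhibition, starting fluorescence score within five deviations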;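 further: score derived from kinetic fluorescence span divided by baseline fluorescence per well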
MrgX1 agonist = agonists of human MrgX1 receptor. Q96LB2. B-score at 10 µM. 310,000 compounds, 0.44% hits. MrgX1-HEK293 cells, Fluo-4 calcium fluorescence, agonist mode; active compounds read high. AID 588627;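 active means calcium response B-score plate-corrected fluorescence ratio at least 3 library SD, with starting fluorescence B-score inside 5 SD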
Target sequence (Q96LB2 whole entry, looked up): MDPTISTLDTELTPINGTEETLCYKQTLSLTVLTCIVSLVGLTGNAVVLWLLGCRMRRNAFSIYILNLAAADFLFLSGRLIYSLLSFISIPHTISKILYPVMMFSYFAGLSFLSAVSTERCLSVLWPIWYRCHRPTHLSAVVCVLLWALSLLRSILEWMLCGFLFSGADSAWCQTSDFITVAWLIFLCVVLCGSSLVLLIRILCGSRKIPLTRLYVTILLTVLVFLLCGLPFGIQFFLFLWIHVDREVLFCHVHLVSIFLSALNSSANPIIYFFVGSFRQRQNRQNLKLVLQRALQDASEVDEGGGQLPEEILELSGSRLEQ
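System – MrgX1-expressing HEK293 cells · Incubation – cells plated overnight, dye loaded 0.5 h 37 °C, 0.5 h room temperature · Technique – kinetic Fluo-4 NW fluorescence of intracellular calcium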
TRPC4 act = TRPC4 (mouse) channel activation | HEK293 TRPC4beta/mu-opioid, Fluo4 calcium fluorescence; active compounds read high | AID 2237 | Q9QUQ5 | B-score at 10 µM | 310,000 compounds, 0.49% hits;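 active means B-score above 5 SD of library B-scores, and initial fluorescence ratio not above library mean plus 5 SD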;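 further: positive B-score marks a calcium rise read as TRPC4 activation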
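System: HEK293 cells stably co-expressing mouse TRPC4beta and mu-opioid receptor; Schedule: Fluo4 dye loading 45 min at room temperature, 110 s recording; Detection: Fluo4 fluorescence, kinetic; Evaluation: B-scored integrated calcium fluorescence ratio; Controls: buffer (low) and maximal DAMGO (high).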
MrgX1 antagonist = blocks BAM8-22 activation of human MrgX1 receptor. 310,000 compounds, 1.3% hits. MRGX1-HEK293 calcium flux, Fluo-4, BAM8-22 antagonism; active compounds read low. Q96LB2. B-score at 10 µM;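 active means calcium-response B-score plate-corrected more than 3 library SD below zero, starting fluorescence within 5 deviations, no agonist response on first addition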;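 further: peak minus trough fluorescence over baseline after final BAM8-22 challenge near maximal dose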
RGS4 inh = human RGS4 inhibition; P49798; HEK293 M3R/RGS4 inducible, Fluo-4 calcium flux; active compounds read high; triggered by carbachol at its EC20; B-score at 10 µM; 310,000 compounds, 0.45% hits; AID 463165;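 active means B-score, a plate-corrected calcium signal, over three deviations above library mean, with baseline fluorescence within five deviations of library mean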;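 further: RGS4 expression induced by doxycycline in cells with stable M3 receptor; B-score is computed from the integrated fluorescence ratio over baseline after carbachol; higher B-score means a larger calcium signal and so more RGS4 inhibition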
Target sequence (P49798 whole entry, looked up): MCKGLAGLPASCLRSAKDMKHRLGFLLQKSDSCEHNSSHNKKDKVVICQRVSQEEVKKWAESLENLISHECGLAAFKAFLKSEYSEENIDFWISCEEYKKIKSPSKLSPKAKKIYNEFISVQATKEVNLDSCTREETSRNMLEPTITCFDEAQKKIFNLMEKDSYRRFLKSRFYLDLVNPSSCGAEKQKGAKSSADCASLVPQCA
ANO1 activ = mouse TMEM16A channel activation, primary screen | Q8BHY3 | HEK293 TMEM16A/YFP-H148Q/I152L, iodide quench fluorescence; active compounds read low | B-score at 10 µM | 340,000 compounds, 0.3% hits;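 active means fluorescence-ratio B-score plate-corrected deviation score at least 3 library SD below zero, with starting fluorescence score within 5 deviations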;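 further: channel opened by trigger with iodide after compound preincubation; score built on the fluorescence ratio of max minus min over baseline; more negative score means more quench and so TMEM16A activation or potentiation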
MrgX1 allo act = allosterically activates human MrgX1 receptor signaling. Q96LB2. MrgX1-HEK293, Fluo-4 calcium flux, FDSS; active compounds read high. B-score at 10 µM. 310,000 compounds, 0.63% hits;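 active means plate-corrected calcium response at least 3 library SD above typical, normal starting fluorescence, not activating the receptor alone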;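 further: compound read alongside a low EC10 to EC30 dose of BAM8-22 agonist; peak minus trough fluorescence over baseline measured at the second addition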
TRPC4 PAM = allosteric potentiators of mouse TRPC4 channel | Q9QUQ5 | HEK293 TRPC4beta/mu-opioid, DAMGO EC20, Fluo-4 Ca2+ flux; active compounds read high | B-score at 10 µM | 310,000 compounds, 0.42% hits | AID 2227;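 active means B-score of calcium response area above 5 SD of library B-scores, with initial fluorescence ratio within 5 SD of library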;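 further: B-score of integrated fluorescence ratio over time as area under calcium response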
TRPC6 inh = mouse TRPC6 channel inhibition. Q61143. HEK293-TRPC6, membrane potential dye, ACh-evoked depolarization; active compounds read low. B-score at 10 µM. 310,000 compounds, 1.1% hits;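 active means B-score under library mean minus 3 SD, initial fluorescence not abnormally high, positive integrated signal ratio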;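 further: B-score derived from integrated fluorescence ratio over the kinetic read; more negative B-score means stronger inhibition of depolarization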
* marks the source's active call; other numbers are inactive results; i = inactive; / = not tested or not shown.

Sequence of screens – TRPC4 PAM | TRPC4 block | TRPC4 act | RGS4 inh | MrgX1 allo act | MrgX1 antagonist | MrgX1 agonist | TRPC6 act | ANO1 activ | ANO1 block | TRPC6 inh
Cc1ccnn1CC(=O)N/N=C/c1cn[nH]c1-c1ccccc1
    i | i | i | i | i | i | i | i | i | i | i
Cc1ccc2cc(C#N)c(NCc3ccco3)nc2c1
    i | i | i | i | i | i | i | i | / | i | i
Cc1ccc(S(=O)(=O)NC2CC3CCC2C3)cc1 (stereo not given)
    i | i | i | i | i | i | i | i | i | i | i
C/C(=N\OC(=O)C1CC1)C1CC1c1ccc(F)cc1 (stereo not given)
    i | i | i | i | i | i | i | i | i | i | i
Cc1ccc(NC(=S)Nc2cc(-c3ccccc3)[nH]n2)cc1Cl
    i | i | i | i | i | i | i | i | i | i | i
COC(=O)Cc1c(O)ccn(Cc2cccc(C(F)(F)F)c2)c1=O
    i | i | i | i | i | i | i | i | i | i | i
CCOc1ccc(C(C)=O)cc1CC(C(N)=O)C(N)=O
    i | i | i | i | i | i | i | i | i | i | i
CC1(C(=O)O)CCC(C(=O)NCCc2ccccc2)C1(C)C (stereo not given)
    i | i | i | i | i | i | i | i | i | i | i
O=C(N/N=C/c1sc2ccccc2c1O)c1ccccc1
    i | i | i | i | i | i | i | i | i | i | i
CCOc1ccc(C(=O)NCC(c2cccs2)N(C)C)cc1 (stereo not given)
    i | i | 50* | i | i | i | i | i | i | i | i
O=C(O)c1cc2c(cc1NC(=O)c1c(F)cccc1Cl)OCCCO2
    i | i | i | i | i | i | i | i | i | i | i
C1=C(c2ccccc2)CCN(c2nc3ccccc3n3cnnc23)C1
    i | i | i | i | i | i | i | i | i | i | i
CCC(=O)NS(=O)(=O)c1cccnc1Nc1ccc(Cl)cc1
    i | i | i | i | i | i | i | i | i | i | i
CC(=O)c1cccc(NC(=S)NCCCCc2ccccc2)c1
    i | i | i | i | i | i | i | i | i | i | i
COCCCNC(=O)c1cc2cc3cc(OC)ccc3nc2o1
    i | i | i | i | i | i | i | i | i | i | i
CCn1c(CC(=O)Nc2ccccc2)nnc1SCC(=O)Nc1nnc(C)s1
    i | i | i | i | i | i | i | i | i | i | i
O=C(CC1(O)C(=O)Nc2ccccc21)c1cccc(Br)c1 (stereo not given)
    i | i | i | i | i | i | i | i | i | i | i
Cc1ccc(OCC(O)CN2CCC(Cc3ccccc3)CC2)c(C)c1 (stereo not given)
    i | i | i | i | i | i | i | i | i | i | -5.3*
CC(C)Sc1nnc(NC(=O)CCc2ccccc2)s1
    i | i | i | i | i | i | i | i | i | i | i
O=C(Nc1nccs1)c1cc2sccc2n1Cc1ccc(Cl)cc1
    i | i | i | i | i | i | i | i | i | i | i

Next section
Sequence of screens – TRPC4 PAM | TRPC4 block | TRPC4 act | RGS4 inh | MrgX1 allo act | MrgX1 antagonist | MrgX1 agonist | TRPC6 act | ANO1 activ | ANO1 block | TRPC6 inh
O=C(Oc1ccc2ccccc2c1Br)N1CCCCCC1
    i | i | i | i | i | i | i | i | i | i | i
CC12CN3CCN(CC(C3)/C1=N\NC(=O)Nc1cccc(Cl)c1)C2
    i | i | i | i | i | i | i | i | i | i | i
COC(=O)c1cccc(NC(=O)c2nn(C(C)C)c(=O)c3ccccc23)c1
    i | i | i | i | i | i | i | i | i | i | i
CCOC(=O)N1CCN(c2c(NCc3ccccc3OC)c(=O)c2=O)CC1
    i | i | i | i | i | i | i | i | i | i | i
O=C(OCc1nnc(-c2ccc(Cl)cc2)o1)C12CC3CC(CC(O)(C3)C1)C2
    i | i | i | i | i | i | i | i | i | i | i
O=C(c1ccc(Cn2c(=O)[nH]c3ccccc3c2=O)cc1)N1CCN(c2ccc(F)cc2)CC1
    i | i | i | i | i | i | i | i | i | i | i
FC(F)(F)c1cccc(NC(=S)N2CCCCCC2)c1
    i | i | i | i | i | i | i | i | i | i | i
COc1ccc(NS(=O)(=O)c2cc3c4c(c2)CCN4C(=O)CC3)c(OC)c1
    i | i | i | i | / | / | / | i | i | / | i
O=C1CCCC2=C1C(c1ccc(OS(=O)(=O)c3ccc(Cl)cc3)cc1)C1=C(CCCC1=O)O2
    i | i | i | i | i | i | i | i | i | i | i
CC(=O)C1=C(C)NC(SCC(=O)Nc2nccs2)=C(C#N)C1c1ccccc1Cl (stereo not given)
    i | i | i | i | i | i | i | i | i | i | i
CCn1c(/C=C/c2ccccc2Cl)nc2ccccc2c1=O
    i | i | i | i | i | i | i | i | i | i | i
NC(=O)C1CCN(C(=O)COc2ccc3ccccc3c2)CC1
    i | i | i | i | i | i | i | i | i | i | i
O=C(NN(c1ccccc1)c1ccccc1)c1ccc([N+](=O)[O-])o1
    i | i | i | i | i | i | i | i | i | i | i
CCOC(=O)c1nn(-c2ccc(C)cc2)c(=O)cc1OCC(=O)Nc1cc(C)ccc1OC
    i | i | i | i | i | i | i | i | i | i | i
COc1ccc(/C=C/C(=O)OCn2c(SC)nnc(C)c2=O)cc1OC
    i | i | i | i | i | i | i | i | i | i | i
S=C(Nc1ccc(Oc2ccccc2)cc1)N1CCN(c2ccccn2)CC1
    i | i | i | i | i | i | i | i | i | i | i
Cc1ccc(CNc2oc(-c3cccs3)nc2C#N)cc1
    i | i | i | i | i | -5.4* | i | i | i | i | i
O=C(CN1CCSCC1)c1c[nH]c2ccccc12
    i | i | i | i | i | i | i | i | i | i | i
COC(C[C@H]1O[C@H]1C(=O)[C@H](C)OCc1ccccc1)OC
    i | i | i | i | i | i | i | i | i | i | i
Cc1onc(-c2ccccc2Cl)c1C(=O)NCCCc1ccccc1
    i | i | i | i | i | i | i | i | i | i | i

Going on with the list:
Sequence of screens – TRPC4 PAM | TRPC4 block | TRPC4 act | RGS4 inh | MrgX1 allo act | MrgX1 antagonist | MrgX1 agonist | TRPC6 act | ANO1 activ | ANO1 block | TRPC6 inh
CCCCN(CCCC)CC(O)COc1ccccc1Br (stereo not given)
    i | i | i | i | i | i | i | i | i | i | i
COC(=O)c1[nH]c2ccccc2c1NC(=O)CN1CCC(C(N)=O)(N2CCCCC2)CC1
    i | i | i | i | i | i | i | i | i | i | i
O=S(=O)(Nc1nc(SCc2ccc(Cl)cc2)n[nH]1)c1ccc(F)cc1
    i | i | i | i | i | i | i | i | i | i | i
Cc1cccc(OCC(=O)NC2CCCCCC2)c1C
    i | i | i | i | i | i | i | i | i | i | i
Cc1oc(C(C)(C)C)cc1C(=O)N1CCN(C(c2ccccc2)c2ccccc2)CC1
    i | i | i | i | i | i | i | i | i | i | i
O=C(O)C1C2C=CC(C2)C1C(=O)N1CCN(CCO)CC1 (stereo not given)
    i | i | i | i | i | i | i | i | i | i | i
O=C(CCNS(=O)(=O)c1ccc(Br)s1)NCc1ccccc1Cl
    i | i | i | i | i | i | i | i | i | i | i
N#CC1(c2ccccc2)CCC(=O)N1c1ccccc1 (stereo not given)
    i | i | i | i | i | i | i | i | i | i | i
COc1ccc(C)cc1NC(=O)c1nnn(CCc2ccccc2)c1N
    i | i | i | i | i | i | i | i | i | i | i
O=C(CSc1ccc2ccccc2c1)N1CCN(c2ccc(O)cc2)CC1
    i | i | i | i | i | i | i | i | i | i | i
CCn1c(SCC(=O)N2c3ccccc3Sc3ccccc32)nnc1-c1ccco1
    i | i | i | i | i | i | i | i | i | i | i
Cc1ccc(NC(=O)OCc2cccs2)cc1
    i | i | i | i | i | i | i | i | / | i | i
Cc1ccc(/C=C(\NC(=O)c2ccccc2)C(=O)NC(Cc2ccccc2)C(=O)O)cc1 (stereo not given)
    i | i | i | i | i | i | i | i | i | i | i
O=C(CSc1nc2ccccc2s1)N1c2ccccc2Sc2ccccc21
    i | i | i | i | i | i | i | i | i | i | i
COc1ccc(/C=N/NC(=O)CSc2nnc(C)n2-c2ccccc2)c(OC)c1OC
    i | i | i | i | i | i | i | i | i | i | i
CCn1cc(C(=O)NNC(=O)c2ccc(Cl)cc2)c(=O)c2ccc(C)nc21
    i | i | i | i | i | i | i | i | i | i | i
Cc1cc(NC(=O)CSc2nnnn2-c2ccccc2)no1
    i | i | i | i | i | i | i | i | i | i | i
CCC(c1nc2ccccc2c(=O)n1CCN1CCOCC1)N1C(=O)c2ccccc2C1=O (stereo not given)
    i | i | i | i | i | i | i | i | i | i | i
CCc1cccc(CC)c1NC(=O)C(NS(=O)(=O)c1cccs1)c1ccccc1 (stereo not given)
    i | i | i | i | i | i | i | i | i | i | i
Cc1cccc(N(CC(=O)NC2CCCCC2)C(=O)CCCC(=O)Nc2ccccn2)c1
    i | i | i | i | i | i | i | i | i | i | i

Continuation:
Sequence of screens – TRPC4 PAM | TRPC4 block | TRPC4 act | RGS4 inh | MrgX1 allo act | MrgX1 antagonist | MrgX1 agonist | TRPC6 act | ANO1 activ | ANO1 block | TRPC6 inh
O=C(NCc1ccccn1)c1ccc(Cl)c(S(=O)(=O)N2CCCCCC2)c1
    i | i | i | i | i | i | i | i | i | i | i
N#Cc1ccccc1Cn1c(-c2cscn2)nc2ccccc21
    i | i | i | i | i | i | i | i | i | i | i
CCc1ccccc1OCCCCN1CCCC1
    i | i | i | i | i | i | i | i | i | i | i
COC(=O)c1sc2ncccc2c1OCc1c(Cl)cccc1Cl
    i | i | i | i | i | i | i | i | i | i | i
COCCn1nnnc1C(c1cccc(C(F)(F)F)c1)N1CCOCC1 (stereo not given)
    i | i | i | i | i | i | i | i | i | i | i
Cc1cccc(N2CC(C(=O)Nc3ccc(S(=O)(=O)N4CCOCC4)cc3)CC2=O)c1 (stereo not given)
    i | i | i | i | i | i | i | i | i | i | i
CCCn1c(SCC(N)=O)nnc1C(C)C
    i | i | i | i | i | i | i | i | i | i | i
COc1ccc(/C(C)=N\NC(=O)CSc2nnc(C)s2)cc1
    i | i | i | i | i | i | i | i | i | i | i
Cc1cc(Cl)c(S(=O)(=O)NC2CCCC2)cc1OCC(=O)NC1CCCCC1
    i | i | i | i | i | i | i | i | i | i | i
CCCCn1c2c(c3ccccc31)CCc1nonc1-2
    i | i | i | i | i | i | i | i | i | i | i

The order is random; 5.8% or so of the library scored in one or more.
